# Screening data from PubChem.
# POLH inh – DNA polymerase eta (human) inhibition; Q9Y253; recombinant Pol eta, fluorescent DNA replication assay; Potency, µM (highest dose often 114 µM), for the others: top-dose activity change, negative = inhibition, most hits filed as inhibitors; 1.2% of 390,000 active; further: potency means the concentration at half of the fitted maximal effect; on the % scale 0 is the no-effect control and ±100 the full control effect
#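 Pol eta at 10 nM preincubated with compounds 15 min at room temperature; reaction started with fluorescent substrate (50 nM final) and read kinetically at 0 and 10 min.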
# G9a inh – inhibitors of human histone lysine methyltransferase G9a | 8.8% of 350,000 active | Potency, µM (top dose mostly 102 µM), inactives show at the top dose activity, negative = inhibition, usual class: inhibitors | G9a H3K9 monomethylation, AlphaScreen, 2 h; further: potency means the concentration at half of the fitted maximal effect; on the % scale 0 is the no-effect control and ±100 the full control effect; nearly all actives have a fitted effect of over 75% in size
#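 Quantitative HTS format: methyltransferase activity on a biotin-tagged H3K9 peptide is measured by AlphaScreen, using a rabbit anti-monomethyl-H3K9 antibody with streptavidin donor and anti-IgG acceptor beads. Final levels are 20 nM enzyme, 500 nM peptide, 20 uM SAM; 2 h RT.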
# GLS inhibitor – blocks human kidney-isoform glutaminase activity | O94925 | GLS enzymatic activity, qHTS titration | Potency, µM (doses to about 45.5 µM), for the others: at the top dose activity change, negative = inhibition, hits mostly inhibitors | 0.21% of 410,000 active | AID 624170; further: potency means the concentration at half of the fitted maximal effect; on the % scale 0 is the no-effect control and ±100 the full control effect
#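 hKGA in 45 mM KH2PO4 pH 8.2, 0.02% Tween-20 with pin-transferred compounds; 1 mM L-glutamine (stock) plus glutamate oxidase/HRP/Amplex Red coupling added. Fluorescence read initially and after 30 min at RT.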
# Tb PGK inh – blocks T. brucei phosphoglycerate kinase; Potency, µM (highest dose often 57.5 µM), without a hit: at the highest dose activity change, negative = inhibition, usual class: inhibitors; 0.043% of 380,000 active; PGK/GAPDH coupled, Kinase-Glo luminescence, 60 min; AID 602233; P07378; further: potency means the concentration at half of the fitted maximal effect; on the % scale 0 is the no-effect control and ±100 the full control effect; nearly all actives have a fitted effect of over 60% in size
#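 Recombinant glycosomal PGK reaction used 1,3-bisphosphoglycerate generated in-well by GAPDH (100nM final) in 100mM TEA pH 7.6, 5mM MgCl2, 0.01% Tween-20. After 60 minutes at room temperature, ATP was read by Kinase-Glo Plus luminescence end-point.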
# BAZ2B inh – blocks human BAZ2B; 4.4% of 360,000 active; Potency, µM (titrated, usually from 114 µM), for the others: at the top dose activity change, negative = inhibition, usual class: inhibitors; AlphaScreen BAZ2B-H3K14Ac peptide displacement; Q9UIF8; further: potency means the concentration at half of the fitted maximal effect; on the % scale 0 is the no-effect control and ±100 the full control effect; nearly all actives have a fitted effect of over 60% in size
# Target sequence (Q9UIF8 whole entry, looked up): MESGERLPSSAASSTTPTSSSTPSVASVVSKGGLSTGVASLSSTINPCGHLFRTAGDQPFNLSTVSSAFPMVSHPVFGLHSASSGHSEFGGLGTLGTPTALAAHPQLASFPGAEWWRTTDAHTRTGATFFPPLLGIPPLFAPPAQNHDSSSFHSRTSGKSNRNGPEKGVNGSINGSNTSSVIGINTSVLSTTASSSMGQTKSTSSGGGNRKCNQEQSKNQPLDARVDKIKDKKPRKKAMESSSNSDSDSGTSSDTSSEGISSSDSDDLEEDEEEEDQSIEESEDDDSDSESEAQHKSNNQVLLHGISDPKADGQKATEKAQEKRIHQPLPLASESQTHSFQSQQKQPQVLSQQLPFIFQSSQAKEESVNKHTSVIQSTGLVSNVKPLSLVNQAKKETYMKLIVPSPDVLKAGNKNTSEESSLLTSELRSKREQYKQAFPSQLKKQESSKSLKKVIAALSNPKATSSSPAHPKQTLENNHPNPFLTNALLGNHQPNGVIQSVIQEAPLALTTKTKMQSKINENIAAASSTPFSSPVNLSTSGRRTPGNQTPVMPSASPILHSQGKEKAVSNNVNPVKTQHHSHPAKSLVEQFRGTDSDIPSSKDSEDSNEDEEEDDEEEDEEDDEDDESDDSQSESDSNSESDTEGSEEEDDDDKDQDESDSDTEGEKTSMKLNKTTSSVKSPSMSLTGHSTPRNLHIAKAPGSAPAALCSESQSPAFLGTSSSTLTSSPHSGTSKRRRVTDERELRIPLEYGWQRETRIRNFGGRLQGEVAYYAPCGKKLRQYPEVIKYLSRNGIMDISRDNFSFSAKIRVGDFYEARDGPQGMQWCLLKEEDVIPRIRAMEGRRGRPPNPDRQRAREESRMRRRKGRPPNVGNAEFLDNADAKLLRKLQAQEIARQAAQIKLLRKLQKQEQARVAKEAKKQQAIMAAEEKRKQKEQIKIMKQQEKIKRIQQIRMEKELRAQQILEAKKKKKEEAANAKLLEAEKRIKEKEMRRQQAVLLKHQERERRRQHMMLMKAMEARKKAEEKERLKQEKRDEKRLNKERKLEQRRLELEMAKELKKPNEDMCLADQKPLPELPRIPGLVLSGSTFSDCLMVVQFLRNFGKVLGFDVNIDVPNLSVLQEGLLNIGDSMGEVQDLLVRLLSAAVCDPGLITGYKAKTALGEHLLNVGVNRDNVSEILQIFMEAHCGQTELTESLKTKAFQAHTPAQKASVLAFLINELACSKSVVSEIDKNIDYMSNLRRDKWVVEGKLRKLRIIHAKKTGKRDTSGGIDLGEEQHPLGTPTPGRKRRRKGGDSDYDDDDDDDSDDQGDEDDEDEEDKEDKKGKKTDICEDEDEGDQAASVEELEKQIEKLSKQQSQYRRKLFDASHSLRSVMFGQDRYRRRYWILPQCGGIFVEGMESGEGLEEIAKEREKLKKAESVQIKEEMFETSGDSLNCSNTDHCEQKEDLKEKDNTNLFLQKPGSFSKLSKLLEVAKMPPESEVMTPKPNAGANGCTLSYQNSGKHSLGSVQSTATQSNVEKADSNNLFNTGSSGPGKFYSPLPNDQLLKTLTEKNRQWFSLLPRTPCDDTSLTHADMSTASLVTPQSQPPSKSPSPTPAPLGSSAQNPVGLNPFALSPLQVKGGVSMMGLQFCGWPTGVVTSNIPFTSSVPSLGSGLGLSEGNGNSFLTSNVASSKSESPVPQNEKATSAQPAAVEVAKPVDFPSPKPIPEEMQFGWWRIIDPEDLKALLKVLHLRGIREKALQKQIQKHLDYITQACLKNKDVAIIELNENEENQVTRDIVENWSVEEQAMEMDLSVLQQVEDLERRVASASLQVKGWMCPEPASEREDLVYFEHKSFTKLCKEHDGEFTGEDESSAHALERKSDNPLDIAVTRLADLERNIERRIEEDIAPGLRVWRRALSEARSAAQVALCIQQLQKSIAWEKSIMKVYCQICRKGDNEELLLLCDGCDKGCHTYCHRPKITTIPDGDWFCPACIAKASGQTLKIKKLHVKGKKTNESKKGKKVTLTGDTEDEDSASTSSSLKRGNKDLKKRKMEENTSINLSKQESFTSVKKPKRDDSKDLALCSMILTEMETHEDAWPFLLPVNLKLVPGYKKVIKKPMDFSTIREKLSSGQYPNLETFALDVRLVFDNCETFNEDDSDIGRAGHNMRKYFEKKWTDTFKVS
#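 Protein-peptide AlphaScreen: BAZ2B 50 nM, b-H3K14Ac 50 nM, 1x PBS pH 7.4 + 0.01% Tween-20. Preincubation 30 min RT; cpd 30 min RT (top 110 uM); beads 20 min RT, light-protected.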
# HP1b binding inh – HP1-beta chromodomain-methylated histone interaction inhibition; AlphaScreen HP1-beta / biotin-H3K9me3 peptide binding; Potency, µM (highest dose often 114 µM), for the others: at the top dose activity change, negative = inhibition, usual class: inhibitors; 0.56% of 390,000 active; P83916; AID 540317; further: potency means the concentration at half of the fitted maximal effect; nearly all actives have a fitted effect of over 70% in size; inactives centre near 23
#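 HP1-beta protein (50 nM final) preincubated 30 min at room temperature with biotinylated H3(1-18)K9me3 peptide (50 nM) in PBS pH 7.4, 0.01% Tween-20, then compound added for 30 min. AlphaScreen streptavidin donor/nickel chelate acceptor beads (10 ug/mL final), 30 min dark, luminescence read.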
# Pin1 inh – human Pin1 inhibition; Pin1 FP peptide displacement, HiFluor488, 10 min; Potency, µM (doses to about 115 µM), without a hit: at the highest dose activity, negative = inhibition, actives largely listed as inhibitors; 0.009% of 390,000 active; active means well fitted inhibition curve with a large enough effect in the polarisation, with a control signal flat, not every such curve was filed as active; inconclusive means small, poorly fitted or top-dose-only effect, or effect the other way, or a change in a side signal; inactive means no such curve, though single readings can be large or run the other way; the % refers to the polarisation; further: potency means the concentration at half of the fitted maximal effect; on the % scale 0 is the no-effect control and ±100 the full control effect
# JMJD2A Tudor inh – inhibitors of human JMJD2A Tudor domain; O75164; Potency, µM (highest dose often 114 µM), without a hit: at the top dose activity change, negative = inhibition, actives largely listed as inhibitors; 4.4% of 390,000 active; AID 504339; AlphaScreen JMJD2A-Tudor / H3K4me3 peptide binding; further: potency means the concentration at half of the fitted maximal effect; on the % scale 0 is the no-effect control and ±100 the full control effect; nearly all actives have a fitted effect of over 50% in size
# PI4K2A block – blocks human PI4K2A kinase activity | 0.13% of 420,000 active | AID 1346378 | activity change, negative = inhibition, % at 76.9 µM | Q9BTU6 | purified PI4K2A, ADP-Glo luminescence, 1 h; active compounds read low; in the data active means activity change below about -50%; inconclusive means mostly about -30% to -49%;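 further: -100% = wells without enzyme as full effect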
#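 PI4K2A activity was measured by ADP-Glo luminescence: enzyme (4 ug/mL stock) and phosphatidylinositol (1.2 mM stock) in Tris pH 7.5/MgCl2/EGTA/Triton X-100 buffer were reacted with ATP (300 microM stock) for one hour at ambient temperature.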
# Numbers without * were called inactive; i = inactive; ? = inconclusive; . = not tested or not shown; [ ] = dose if it differs, or a comment. Unless noted, the call rests on the fitted dose curve; in most records, active means well fitted curve in the direction sought with a large enough effect; inconclusive means small, poorly fitted or top-dose-only effect, or another doubt; inactive means no such curve, though single readings can be large; an effect the other way counts as inactive or inconclusive. Some of the compounds tested, so the mix of outcomes need not match the whole.
POLH inh	G9a inh	GLS inhibitor	Tb PGK inh	BAZ2B inh	HP1b binding inh	Pin1 inh	JMJD2A Tudor inh	PI4K2A block	molecule
-4%	-23%	-4%	-10%	-20%	20%	1%	-6%	-3	O=C(CCc1ccccc1)N=C1SC2CS(=O)(=O)CC2N1Cc1ccc(F)cc1 (centres undefined)
-19%	?	8%	i	-19%	14%[57 µM]	4%	?	-1	CCN1CCN(C(c2ccccc2)c2c(O)cc(C)n(Cc3ccco3)c2=O)CC1 (centres undefined)
-27%	-4%	10%	i	-18%	31%	2%	-15%	-2	Cc1ccc(S(=O)(=O)NNC(=O)c2ccc(NC(=O)C3CC3)cc2)cc1
5%	?	15%	-1%	-28%	7%	3%	-21%	-2	Cc1ccc(C)c(NC(=O)CSc2nnc(CSc3nc(C)cc(C)n3)n2Cc2ccco2)c1
-7%	-8%	28%	-3%	-27%	12%	-10%	-28%	3	CCC(C)c1ccccc1N1CC(C(=O)Nc2ccccc2N2CCCC2)CC1=O (centres undefined)
1%	.	3%	3%	-2%	32%	-2%	-4%	-3	COc1cc(OC)c(S(=O)(=O)N2CCOCC2)cc1S(=O)(=O)N1CCOCC1
-10%	28%	4%	-8%	13%	21%	1%	-7%	-2	COc1ccc(C(=O)Cc2ccccc2)cc1OC
-14%	-28%[12.7 µM]	-20%	i	-32%	37%	-4%	-18%	3	O=C(NCCCn1ccnc1)c1ccc(NS(=O)(=O)c2ccc(Cl)c(Cl)c2)cc1
-7%	22%[59 µM]	-1%	.	2%	68%[activator]	22%	-24%	-2	Cc1ccc(C2=N/C(=C\c3c(C)nn(-c4ccccc4)c3N3CCCC3)C(=O)O2)cc1
-8%	-10%[59 µM]	-2%	10%	-3%	69%[activator]	-5%	-13%	-4	COC(=O)CN1C(=O)CC(C)(C)S(=O)c2ccccc21 (centres undefined)
2%	?	-6%	i	-4%	19%	7%	-21%	-3	COc1cccc2oc3ccc(C#CC4(N)CCCCC4)cc3c(=O)c12
-12%	-5%	-10%	i	-1%	25%	11%	1%	-1	Cc1oc2nc(SCC(=O)Nc3ccc(S(N)(=O)=O)cc3)nc(NC(=O)c3ccccc3)c2c1C
-10%	11µM*	-11%	-7%	3%	35%	-5%	7.9µM*	2	COc1ccc(CC(=O)NCc2n[nH]c(=S)n2-c2cccc(C)c2)cc1
-15%	.	-8%	-12%	.	40%[activator]	11%	0%	3	O=C(COC(=O)c1cc[n+]([O-])cc1)Nc1ccc(Cl)cc1Cl
-9%	-3%[59 µM]	-5%	6%	9%	49%[activator]	-1%	-12%	-1	COc1ccc(NC(=O)Cn2c3ncccc3c(=O)n2-c2ccc(C)c(C)c2)c(OC)c1

# Molecules listed so far with two or more sulfur atoms (4):
POLH inh	G9a inh	GLS inhibitor	Tb PGK inh	BAZ2B inh	HP1b binding inh	Pin1 inh	JMJD2A Tudor inh	PI4K2A block	molecule
-4%	-23%	-4%	-10%	-20%	20%	1%	-6%	-3	O=C(CCc1ccccc1)N=C1SC2CS(=O)(=O)CC2N1Cc1ccc(F)cc1 (centres undefined)
5%	?	15%	-1%	-28%	7%	3%	-21%	-2	Cc1ccc(C)c(NC(=O)CSc2nnc(CSc3nc(C)cc(C)n3)n2Cc2ccco2)c1
1%	.	3%	3%	-2%	32%	-2%	-4%	-3	COc1cc(OC)c(S(=O)(=O)N2CCOCC2)cc1S(=O)(=O)N1CCOCC1
-12%	-5%	-10%	i	-1%	25%	11%	1%	-1	Cc1oc2nc(SCC(=O)Nc3ccc(S(N)(=O)=O)cc3)nc(NC(=O)c3ccccc3)c2c1C

# Remaining list, next part.
POLH inh	G9a inh	GLS inhibitor	Tb PGK inh	BAZ2B inh	HP1b binding inh	Pin1 inh	JMJD2A Tudor inh	PI4K2A block	molecule
6%	.	16%	i	-4%	49%[activator]	-1%	6%	6	COC(=O)N1C(=O)[C@@](c2ccccc2)(C(C)C)N1C(=O)OC
-7%	.	-2%	5%	.	16%	-5%	1%	-1	O=c1[nH]c(-c2ccccc2)cnc1-c1ccccc1
3%	.	-3%	-5%	.	25%	1%	-5%	-1	O=C(CCS(=O)(=O)c1ccccc1)Nc1ccc(S(=O)(=O)Nc2nccs2)cc1
-20%	.	10%	-4%	.	?	-8%	22µM*	0	NC(N)=N/N=C(\N=Nc1ccccc1)c1ccc(Cl)cc1
-2%	-30%[59 µM]	-5%	i	-34%	29%	?	3%	-2	CC(=O)N1c2nc(-c3ccco3)nn2C2(CCCCC2)[C@@H]2CCCC[C@@H]21
-19%	-6%	6%	8%	-1%	25%	3%	-1%[11.4 µM]	-2	CCOc1ccc(C(=O)NCCCN2CCOCC2)cc1OCC
?	?	-11%	-8%	-37%	24%	32%[activator]	-7%	1	COc1ccc(/C=N/NC(=O)c2[nH]nc3c2CCc2ccccc2-3)cc1OC
-20%	2%[2.33 µM]	17%	1%	5%	24%	0%	-29%	0	C[C@@]12C(=O)N(c3cccc(F)c3)C(=O)N1[C@H](c1ccc(Cl)cc1)[C@@H]1C(=O)N(C3CCCCC3)C(=O)[C@@H]12
28µM*	?	21%	-3%	?	?	?	?	-4	O=C(CCN1C(=O)S/C(=C\c2ccccc2)C1=O)Nc1ccc(S(=O)(=O)Nc2nccs2)cc1
-10%	.	20%	1%	.	4%	12%	?	4	Cc1ccc(-c2csc(NC(=O)c3c(C)noc3C)n2)s1
-12%	4%	?	i	-3%	26%	-4%	10%	-3	COc1ccc(O)c(C2(O)C(=O)c3ccccc3C2=O)c1
-6%	-5%[2.33 µM]	6%	-3%	-1%	8%	-4%	-15%	-9	O=C(NCCN1CCOCC1)c1noc2c1CCc1ccccc1-2
-20%	.	-4%	7%	.	.	.	.	2	O=C(C1CCCCC1)N1C[C@H](O)[C@@H](n2cc(-c3ccc(F)cc3)nn2)C[C@@H]1c1ccccc1
-1%	.	0%	-1%	?	?	-14%	?	1	COC(=O)c1cnc(Nc2cccc(C(F)(F)F)c2)c([N+](=O)[O-])c1
-17%	.	11%	2%	.	11%	13%	-23%	10	C[C@@]12C(=O)Nc3cc(F)c(F)cc3C(=O)N1[C@H]1c3cc(Cl)ccc3OC[C@@H]1[C@@H]2c1ccccc1
-23%	8%	-4%	-1%	8%	61%[activator]	39%[activator]	12%	-1	O=C1CSC(c2ccc(F)cc2)N1c1nc2ccccc2s1 (centres undefined)
-6%	12%[59 µM]	-6%	-2%	2%	-10%	-6%	-12%	-7	COc1cc(C)c(C(=O)CSc2nnc(CNC(=O)c3ccco3)n2C)cc1C
-7%	.	?	-8%	-3%	23%	-6%	22µM*	-3	Cn1c(-c2ccccc2)n[nH]c1=S
-24%	.	-5%	10%	2%	32%	1%	-13%	-2	CCCc1cc(=O)oc2cc(C)cc(OCC(=O)N[C@@H](CSCc3ccccc3)C(=O)O)c12
-6%	-2%[59 µM]	-4%	10%	-10%	26%	-1%	0%	-2	CCOc1ccc(-n2c(=O)c3c4c(sc3n(Cc3cccc(Cl)c3)c2=O)CCCC4)cc1
-11%	56µM*	19%	-4%	3.2µM*	42%[activator]	?	56µM*	-5	O=C(N/N=C/c1c(O)ccc2ccccc12)c1ccc(CO)nc1
?	16µM*	16%	-6%	?	?	?	?	-5	C=CCN1C(=O)/C(=C\C=C2\N(C)c3ccccc3C2(C)C)SC1=S
-16%	27%	3%	-12%	.	9%	2%	-16%	2	COc1ccc(CCNC(=O)COc2ncnc3ccccc23)cc1OC
-14%	-3%[59 µM]	-13%	-2%	-5%	30%	19%	-2%	-4	CCCC1(CCC)NC(=O)N(CC(=O)Nc2ccccc2OC)C1=O
-3%	?	1%	-6%	-11%	1%	1%	-31%	2	CCC1=Nc2cc(C(=O)NCCCOC(C)C)ccc2Sc2ccccc21
1%	1.3µM*	10%	-4%	11%	-24%	-7%	13µM*	-4	Cc1ccc(C(=O)NNC(=S)NC(=O)COc2ccccc2)cc1
-8%	-8%[59 µM]	1%	-5%	-15%	53%[activator]	16%	-14%	-2	CCC(Sc1nncn2c1cc1sccc12)C(=O)Nc1cccc(OC)c1 (centres undefined)
?	-6%	67%[activator]	?	-33%	30%	0%	-31%	5	O=c1c(OC2OC(CO)C(O)C(O)C2O)c(-c2ccc(O)c(O)c2)oc2cc(O)cc(O)c12 (centres undefined)
-11%	8%[59 µM]	1%	-2%	5%	24%[57 µM]	18%	-5%	-3	CCN1C(=O)c2ccccc2Sc2ccc(NC(=O)COc3ccc(Cl)cc3)cc21
-17%	.	1%	-5%	.	.	.	.	-3	C[C@@H]1CN([C@H](C)CO)C(=O)CCCn2cc(nn2)CO[C@H]1CN(C)C(=O)Nc1ccc2c(c1)OCO2

# Printed as active in G9a inh (from the list above):
POLH inh	G9a inh	GLS inhibitor	Tb PGK inh	BAZ2B inh	HP1b binding inh	Pin1 inh	JMJD2A Tudor inh	PI4K2A block	molecule
-10%	11µM*	-11%	-7%	3%	35%	-5%	7.9µM*	2	COc1ccc(CC(=O)NCc2n[nH]c(=S)n2-c2cccc(C)c2)cc1
-11%	56µM*	19%	-4%	3.2µM*	42%[activator]	?	56µM*	-5	O=C(N/N=C/c1c(O)ccc2ccccc12)c1ccc(CO)nc1
?	16µM*	16%	-6%	?	?	?	?	-5	C=CCN1C(=O)/C(=C\C=C2\N(C)c3ccccc3C2(C)C)SC1=S
1%	1.3µM*	10%	-4%	11%	-24%	-7%	13µM*	-4	Cc1ccc(C(=O)NNC(=S)NC(=O)COc2ccccc2)cc1
